Screening results: PubChem BioAssay, Southern Research Specialized Biocontainment Screening Center
M. tuberculosis – growth inhibition of non-replicating M. tuberculosis (AID 488890); Mycobacterium tuberculosis non-replicating, growth inhibition; higher % means a stronger effect; 320,000 tested, 0.39% active; inhibition, % at 25 µM; hits with a dose series show IC50 in µM; in the data active = a potency from the dose series; inconclusive = inhibition mostly from about 82% at the one dose, without a potency; inactive = the rest, 99 in 100 with inhibition below about 76%;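 also: plate controls were DMSO cells for no effect and high antibiotic wells for full effect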
H37Rv inhibition – M. tuberculosis growth inhibition, HTS (AID 449762) | M. tuberculosis H37Rv growth inhibition, 7H9 media; higher % means a stronger effect | inhibition, % at 25 µM, or IC50 in µM where a hit was titrated | 330,000 tested, 0.59% active; in the data active = a potency from the dose series; inconclusive = inhibition above about 70% without an active follow-up result;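 also: bacterial growth assessed after seven days of incubation; strong numbers were not always called active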
H1N1 NS1A inhibition – H1N1 influenza NS1A inhibitors, functional cell based assay (AID 504329); NS1A functional cell-based assay, percent inhibition; higher % means a stronger effect; inhibition, % at 12.5 µM, or IC50 in µM where a hit was titrated; 340,000 tested, 0.3% active; in the data active = a potency from the dose series; inconclusive = inhibition above about 27% without an active follow-up result; also: strong numbers were not always called active
VEEV TC-83 Vero – inhibitors of VEEV TC-83 cytopathic effect, confirmation, Vero cells (AID 588727); Vero cells, VEEV TC-83 cytopathic effect inhibition; higher % means a stronger effect; inhibition, % at 20 µM, or IC50 in µM where a hit was titrated; 350,000 tested, 0.13% active; in the data active = a potency from the dose series; inconclusive = inhibition mostly from about 14% at the one dose, without a potency; inactive = the rest, 99 in 100 with inhibition below about 12%; also: strong numbers were not always called active
Salmonella PhoP GFP – PhoP regulon inhibitors, Salmonella typhi PhoP promoter GFP reporter, confirmatory (AID 1850). Salmonella Typhi PhoP-promoter GFP reporter, fluorescence, 4 h; higher % means a stronger effect. one-dose inhibition, % at 50 µM; IC50 in µM for titrated hits. 310,000 tested, 0.33% active; in the data active = a potency from the dose series; inconclusive = inhibition mostly from about 25% at the one dose, without a potency; inactive = the rest, 99 in 100 with inhibition below about 19%;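 also: 0% = induced wells with vehicle and 100% = uninduced wells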
VEEV TC-83 Vero 10K pilot screen – recorded beside VEEV TC-83 Vero, whose call it bears; inhibition, %; measured here: 10K pilot screen inhibition
* = called active by the depositor; i = inactive; ? = inconclusive; / = not tested or not shown. An unsorted share of the library, and some 1.5% of all compounds hit somewhere here.

SMILES	M. tuberculosis	H37Rv inhibition	H1N1 NS1A inhibition	VEEV TC-83 Vero	Salmonella PhoP GFP	others
O=C(C[C@H]1C/C=C\CC[C@@H](Cc2ccc(F)cc2)C(=O)O[C@@H](c2ccccc2)CNC1=O)N[C@@H](CO)Cc1ccccc1	12%	-6%	-6%	0.2%	/	VEEV TC-83 Vero 10K pilot screen=0.9
C/C(=N/OC(=O)C1CC12CCC2)c1ccc(Br)cc1 (centres undefined)	72%	5%	-7%	7.8%	-4%
COC(=O)c1cc2c(C)nn(-c3ccccc3)c2s1	2%	-4%	1%	0.6%	9%
CCc1ccc(CN/C=C/C(=O)c2ccc(Br)cc2)cc1	77%	6%	-5%	0.6%	0%
CCOC(=O)COc1ccc2nsnc2c1Cl	-14%	?	-7%	1.1%	-2%
COc1cc(CCC(=O)OCC(=O)Nc2cc(S(=O)(=O)N3CCOCC3)ccc2Cl)cc(OC)c1OC	/	/	6%	4.6%	/
Cc1ccc(CN(c2ccc(C(=O)Nc3cccnc3)cc2)S(C)(=O)=O)cc1	7%	-6%	-6%	i	-4%
NNC(=O)c1ccc(COc2cccc3cccnc23)cc1	-3%	1%	12%	1.9%	-7%
Cc1ccc2nc(SCC(=O)Nc3ccc(F)c([N+](=O)[O-])c3)[nH]c2c1	70%	-6%	-5%	7.0%	2%
COc1ccc(/C(O)=C/C(=O)C(=O)Nc2c(C)n(C)n(-c3ccccc3)c2=O)cc1	25%	8%	-12%	1.0%	-13%

Overlap with the part before: 3 compounds, followed by the next part.
SMILES	M. tuberculosis	H37Rv inhibition	H1N1 NS1A inhibition	VEEV TC-83 Vero	Salmonella PhoP GFP	others
NNC(=O)c1ccc(COc2cccc3cccnc23)cc1	-3%	1%	12%	1.9%	-7%
Cc1ccc2nc(SCC(=O)Nc3ccc(F)c([N+](=O)[O-])c3)[nH]c2c1	70%	-6%	-5%	7.0%	2%
COc1ccc(/C(O)=C/C(=O)C(=O)Nc2c(C)n(C)n(-c3ccccc3)c2=O)cc1	25%	8%	-12%	1.0%	-13%
Cc1cc(C)nc(SCC(=O)c2c(N)n(C)c(=O)n(C)c2=O)n1	-7%	-10%	6%	3.0%	-8%
O=C(c1cc(Br)ccc1Cl)N1CCN(c2ccc(N3CCOCC3)nn2)CC1	13%	-4%	6%	0.9%	3%
Cc1ccc(NC(=S)NNC(=O)c2ccc(N3CCOCC3)c([N+](=O)[O-])c2)cc1C	2%	8%	7%	5.3%	1%
O=C(NCCc1ccc(F)cc1)c1ccc(NS(=O)(=O)c2ccc3[nH]c(=O)[nH]c3c2)cc1	-20%	-3%	-5%	7.2%	4%
c1ccc(CNc2ncnc3c2cnn3Cc2ccccc2)cc1	20%	-1%	-4%	0.1%	-6%
CC(C)CN(C(=O)COC(=O)/C=C/c1cccs1)c1c(N)n(Cc2ccccc2)c(=O)[nH]c1=O	-3%	?	-9%	2.4%	3%
CC1=Nc2ccccc2/C1=C\c1nc(-c2ccc(C(F)(F)F)cc2)oc1O	?	?	9%	i	-18%
Oc1ccc(/C=N/N2CCN(C3c4ccccc4-c4ccccc43)CC2)c(O)c1	3%	-3%	1%	3.9%	2%
CCOC(=O)c1c(/N=C/C2C(=O)NC(=S)NC2=O)sc(C)c1C	-7%	10%	/	/	-41%
CCCCCCCNC(=O)C1(CC2CC(c3cccc(Br)c3)=NO2)CCN(C(=O)C2CCCC2)CC1 (centres undefined)	9%	3%	-6%	i	-3%	VEEV TC-83 Vero 10K pilot screen=0.0
O=C(CSc1cccc[n+]1[O-])Nc1ccc(C(F)(F)F)cc1[N+](=O)[O-]	3%	-3%	11%	0.5%	3%
COc1cccc(CNC(=O)CCC2CCCN(C(=O)c3cccc4c(C)c(C)[nH]c34)C2)c1 (centres undefined)	20%	-8%	12%	i	0%
Cc1ccc(C)c2nc3sc(C(=O)O)cc3cc12	9%	3%	/	0.2%	2%
COc1ccccc1CNCc1ccc(OC)c(OC)c1OC	-4%	-3%	21%	i	-6%
O=C(O)C1C2C=CC(C2)C1C(=O)Nc1cccc(C(=O)N2CCCCC2)c1 (centres undefined)	-1%	1%	4%	i	-1%
CCSc1nc2c(c(=O)[nH]1)C(c1ccc(C)cc1)C1=C(CCCC1=O)N2 (centres undefined)	-1%	-6%	-10%	0.9%	4%
CCOC(=O)c1cccnc1SCC(=O)N(CC)c1cccc(C)c1	27%	4%	-1%	1.4%	0%
CC(C)(C)NC(=O)CSc1nncn1NCc1ccccc1	-1%	0%	1%	0.5%	6%	VEEV TC-83 Vero 10K pilot screen=0.8
CCNC(=S)NNC(=O)CC(C)C	-10%	-2%	-1%	2.1%	-8%
CCOC(=O)c1ccc(N/C=C/C(=O)C(C)(C)C)cc1	57%	?	2%	i	-9%
COc1ccc2nc(NC(=O)C34CC5CC(CC(NC(C)=O)(C5)C3)C4)sc2c1	21%	?	15%	7.2%	-3%
Cn1nc(-c2ccccc2)cc1NC(=O)c1ccc(Cl)cc1	67%	55%	-1%	1.2%	-2%
CN(C(=O)COC(=O)c1ccc(Cl)cc1N)C1CCCCC1	/	0%	7%	1.6%	-3%
O=C(CCc1c[nH]c2ccccc12)NC(Cc1c[nH]c2ccccc12)C(=O)O (centres undefined)	-3%	2%	2%	0.4%	-7%
O=C(CN(C1CCCCC1)S(=O)(=O)c1ccc(Br)cc1)NCc1cccnc1	23%	3%	-12%	i	-3%
CCCC(=O)c1ccc(OCc2cn(CC(=O)c3ccc(O)cc3)nn2)cc1	/	/	28%	i	/
O=C(Cc1cccc(NC(=O)C2CCN(C(=O)C3CCCC3)CC2)c1)Nc1cccc(C(=O)N2CCCCC2)c1	/	/	-1%	1.2%	/
CCN1CCn2c3c(c4cc(Cl)ccc42)CCCC31 (centres undefined)	38%	19%	5%	0.1%	-8%
COc1ccc(CN2CCN(c3nc4ccccc4s3)CC2)cc1	/	/	2%	0.5%	/
CC1(C)CC(=O)C(N=Nc2ccc(-c3ccccc3)cc2)=C(O)C1	-11%	55%	10%	1.9%	12%
CSc1nnc(SCC(=O)N(C)c2c(N)n(Cc3ccccc3)c(=O)[nH]c2=O)s1	-16%	-4%	-13%	1.7%	5%
CC(C(=O)Nc1ncccn1)(c1ccccc1)c1ccccc1	-1%	4%	0%	1.0%	-6%
Cc1ccc(-n2ncc3c2CC(C)(C)CC3NC(=O)CN2CCCC2=O)cc1 (centres undefined)	6%	-4%	-10%	7.8%	-6%
CCOC(=O)N1CCN(c2nc(-c3ccc(Cl)cc3)cs2)CC1	13%	40%	6%	0.9%	-10%
O=S(=O)(c1ccc(SCCO)nc1)N1CCOCC1	-2%	-6%	-12%	i	/
Cc1nc2ccc(NC(=O)c3cccs3)cc2s1	17%	29%	-7%	7.3%	0%
O=C(CN1C(=O)c2ccccc2C1=O)NCC1CCCO1 (centres undefined)	-14%	1%	-12%	6.8%	0%
Cc1cc(=O)[nH]c2c3ccccc3nn12	7%	3%	-6%	1.1%	14%
Cc1cc(NC(=O)CSc2nc(-c3ccc(F)cc3)cs2)no1	?	-2%	-6%	6.6%	-5%
O=C1CC(N2CCC(c3nc4ccccc4[nH]3)CC2)C(=O)N1c1ccccc1F (centres undefined)	5%	-1%	-13%	0.6%	9%
O=C(CCS(=O)(=O)c1ccc(Cl)cc1)Nc1nccs1	/	/	7%	0.8%	/
COc1cccc(C2c3[nH]c4ccccc4c3C[C@H]3C(=O)N(CCCCCO)CC(=O)N23)c1 (some centres undefined)	2%	4%	25%	1.4%	-1%
O=C1NC(=Nc2ccccc2)S/C1=C\C=C\c1ccco1	67%	97%	10%	2.3%	-6%
COc1ccc(CNC(=O)c2cnc3scc(C)n3c2=O)cc1	/	1%	-9%	1.7%	9%
CCCn1nc(NS(=O)(=O)c2cccc3nonc23)c2cc3ccccc3nc21	-12%	2%	1%	1.0%	-28%
CCCC(=O)Nc1sc(C)c(C)c1C(=O)Nc1cccc(C)c1	2%	19%	-3%	i	4%
Cc1ccccc1NC(=O)NCCc1nc2ccccc2[nH]1	-5%	-9%	-1%	0.5%	15%
COc1ccc(-n2nc(C(=O)NCC(=O)N3CCN(c4ccccc4OC)CC3)c3ccccc3c2=O)cc1OC	15%	16%	-10%	8.1%	-12%
COC(=O)c1sccc1NC(=O)c1cc(-c2ccc(C)cc2C)nc2ccccc12	-8%	4%	3%	6.8%	4%
COc1c(C(=O)NC(=S)Nc2nnn(C)n2)cc2ccccc2c1Br	19%	1%	7%	1.2%	3%

An excerpt from above in order of heavy-atom count, smallest number first:
SMILES	M. tuberculosis	H37Rv inhibition	H1N1 NS1A inhibition	VEEV TC-83 Vero	Salmonella PhoP GFP	others
Cc1ccccc1NC(=O)NCCc1nc2ccccc2[nH]1	-5%	-9%	-1%	0.5%	15%
Cc1cc(C)nc(SCC(=O)c2c(N)n(C)c(=O)n(C)c2=O)n1	-7%	-10%	6%	3.0%	-8%
Cc1ccc(CN(c2ccc(C(=O)Nc3cccnc3)cc2)S(C)(=O)=O)cc1	7%	-6%	-6%	i	-4%
Oc1ccc(/C=N/N2CCN(C3c4ccccc4-c4ccccc43)CC2)c(O)c1	3%	-3%	1%	3.9%	2%
COc1cccc(CNC(=O)CCC2CCCN(C(=O)c3cccc4c(C)c(C)[nH]c34)C2)c1 (centres undefined)	20%	-8%	12%	i	0%

More records
SMILES	M. tuberculosis	H37Rv inhibition	H1N1 NS1A inhibition	VEEV TC-83 Vero	Salmonella PhoP GFP	others
COc1ccc(CN(Cc2ccc(OC)cc2)C(=O)c2cccs2)cc1	5%	1%	/	0.6%	-5%
CC1(c2ccccc2)NC(=O)N(CC(=O)Nc2ccccc2C(=O)NC2CC2)C1=O (centres undefined)	-1%	-14%	-11%	5.4%	-3%
O=C(CNC(=O)c1ccccc1)NCC(=O)OCC(=O)c1ccccc1Cl	/	/	-6%	2.7%	/
Oc1ccccc1NCC(O)Cn1ccc2ccccc21 (centres undefined)	47%	5.4µM*	10%	i	-4%
CCCN1Cc2cccc(C(=O)Nc3ccc(CC)cc3)c2C1=O	0%	0%	9%	0.8%	4%
CCCc1nnc(NC(=O)CS(=O)(=O)c2ccccc2)s1	-7%	1%	8%	0.5%	10%
Cc1noc(C)c1S(=O)(=O)N(C)C[C@H]1Oc2c(cccc2N(C)C)C(=O)N([C@H](C)CO)C[C@@H]1C	5%	-5%	10%	0.7%	/
COCCNC(=O)CN(C(=O)c1ccc(N2CCCC2)nc1)c1ccc(Cl)cc1	4%	-1%	0%	0.8%	-8%
COc1ccccc1-c1c(C)nn2c(N3CCC4(CC3)OCCO4)cc(C)nc12	13%	1%	-6%	5.0%	-2%
Cn1c(C(=O)NCc2cccnc2)cc2sc(Cl)cc21	-1%	6%	-2%	i	-1%
Cc1ccccc1CN1C(=O)c2ccccc2S(=O)c2ccc(C(=O)NCCCN3CCOCC3)cc21 (centres undefined)	30%	4%	1%	i	-1%
Cc1occc1C(=O)NNC(=O)c1ccc(Br)o1	5%	35%	28%	i	-5%
Cc1ccccc1NC(=O)C(Cc1ccccc1)n1cccc1 (centres undefined)	13%	-5%	6%	i	1%
O=C(CCCNS(=O)(=O)c1cccs1)N1CCN(c2cccc(Cl)c2)CC1	32%	6%	7%	8.7%	1%
CCCC(C)NC(=S)NC(=O)c1cc(S(=O)(=O)N2CCOCC2)ccc1C (centres undefined)	35%	60%	-6%	i	3%
CC12CCC(O)CC1CCC1C2CCC2(C)C(C3=CC(=O)OC3)CCC12O (centres undefined)	/	/	-12%	<0.05µM*	/
NC(=O)c1cc(C(=O)c2cccc(Cl)c2Cl)c[nH]1	-3%	-3%	0%	3.4%	23%
Cc1cccn2c(=O)c3cc(C(=O)N4COCC4(C)C)n(C)c3nc12	8%	-4%	4%	5.9%	2%
O=C(c1ccncc1)N(Cc1ccccc1)Cc1nc2ccccc2c(=O)[nH]1	3%	-11%	-3%	1.6%	-5%
NC(=O)c1oc2ccccc2c1NC(=O)CN1CCCCC1	20%	2%	14%	1.0%	-1%
CC(C)C(=O)N1CC(=O)Nc2ccc(F)cc2C1c1ccc(F)cc1 (centres undefined)	4%	6%	-17%	0.2%	-10%
NC(=O)C1CCN(C(=O)CCc2nc3ccccc3c(=O)[nH]2)CC1	/	/	6%	3.5%	-4%
COC(=O)Nc1nn(Cc2ccccc2F)cc1Br	11%	-1%	23%	1.9%	-10%
C=CCOc1ccc(/C=C/C(=O)OCC(=O)N2CCCc3ccccc32)cc1	3%	7%	-2%	1.9%	-6%
CS(=O)(=O)Nc1ccc2c(c1)OCC(=O)N2Cc1ccccc1	10%	-2%	19%	i	-1%
O=C(OCN1C(=O)c2ccccc2C1=O)c1ccco1	1%	-4%	-5%	1.9%	-5%
